FLuc counter: firefly luciferase modulation, counter-screen for miR-21 project; P08659; purified FLuc, Km substrates, luminescence inhibition; Potency, µM (doses to about 57.5 µM), for the others: top-dose activity change, negative = inhibition, actives largely listed as inhibitors; hit rate 6.9% among 360,000;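 also: potency is read from the fitted curve at half-maximal effect; plate controls were vehicle for no effect and reference inhibitor for full effect; nearly all actives have a fitted effect of over 55% in size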
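Purified P. pyralis luciferase (10nM final) with 10uM D-luciferin and 10uM ATP (Km levels) in 50mM Tris acetate pH 7.5, 10mM Mg acetate, 0.01% Tween-20, 0.05% BSA; qHTS 6-point titration, ~60 µM downward; luminescence read.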
VP16 counter: Gal4-VP16 reporter inhibition counter-screen; Drosophila S2 Gal4-VP16 UAS-luciferase, luminescence, 20 h; Potency, µM (series often up to 53.6 µM), inactives show at the highest dose activity, negative = inhibition, most hits filed as inhibitors; hit rate 3.5% among 310,000;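 also: Gal4-VP16 expression switched on by copper sulfate through the metallothionein promoter; potency is read from the fitted curve at half-maximal effect; % is scaled to controls: 0 for no effect and ±100 for the full control effect; nearly all actives have a fitted effect of over 50% in size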
Menin-MLL TR inh: displaces Texas Red mutant MLL peptide from human menin; Potency, µM (titrated, usually from 61.6 µM), for inactives: at the top dose FP activity change, negative = inhibition, hits mostly inhibitors; AID 1768; O00255; hit rate 0.23% among 270,000; Menin + Texas Red MLL mutant peptide, fluorescence polarization; active = well fitted inhibition curve with a large enough effect in the polarisation, with a control signal flat, not every such curve was filed as active; inconclusive = small, poorly fitted or top-dose-only effect, or effect the other way, or a change in a side signal; inactive = no such curve, though single readings can be large or run the other way; the % refers to the polarisation; also: potency is read from the fitted curve at half-maximal effect; % of control where 0% means no effect; many of its hits are not listed in these tables
Target sequence (O00255 whole entry, looked up): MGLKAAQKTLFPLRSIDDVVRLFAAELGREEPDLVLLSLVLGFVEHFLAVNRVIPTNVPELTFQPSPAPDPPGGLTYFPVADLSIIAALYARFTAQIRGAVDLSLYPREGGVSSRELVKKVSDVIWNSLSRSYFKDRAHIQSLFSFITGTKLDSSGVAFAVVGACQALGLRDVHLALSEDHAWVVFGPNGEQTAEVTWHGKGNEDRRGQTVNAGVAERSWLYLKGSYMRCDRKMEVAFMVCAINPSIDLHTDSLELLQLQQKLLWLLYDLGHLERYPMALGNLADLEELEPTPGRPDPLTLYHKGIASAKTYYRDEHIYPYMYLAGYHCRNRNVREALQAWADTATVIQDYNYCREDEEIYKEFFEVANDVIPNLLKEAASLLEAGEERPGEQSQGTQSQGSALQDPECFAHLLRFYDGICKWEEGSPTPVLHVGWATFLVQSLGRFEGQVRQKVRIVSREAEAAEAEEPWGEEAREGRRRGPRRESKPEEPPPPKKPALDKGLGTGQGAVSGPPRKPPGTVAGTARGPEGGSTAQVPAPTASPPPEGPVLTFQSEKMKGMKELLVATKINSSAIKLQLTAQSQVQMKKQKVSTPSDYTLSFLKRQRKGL
MBNL1-CUG inh: inhibitors of human MBNL1 binding to CUG repeat RNA | Q9NR56 | TR-FRET MBNL1-His/biotin-(CUG)12 binding, 665/545 ratio | Potency, µM (highest dose often 57.5 µM), for inactives: at the top dose activity change, negative = inhibition, usual class: inhibitors | hit rate 0.036% among 280,000; active = well fitted inhibition curve with a large enough effect in the signal ratio, with a control signal flat, not every such curve was filed as active; inconclusive = small, poorly fitted or top-dose-only effect, or effect the other way, or a change in a side signal; inactive = no such curve, though single readings can be large or run the other way; the % refers to the signal ratio; also: potency is read from the fitted curve at half-maximal effect; % is scaled to controls: 0 for no effect and ±100 for the full control effect
Target sequence (Q9NR56 whole entry, looked up): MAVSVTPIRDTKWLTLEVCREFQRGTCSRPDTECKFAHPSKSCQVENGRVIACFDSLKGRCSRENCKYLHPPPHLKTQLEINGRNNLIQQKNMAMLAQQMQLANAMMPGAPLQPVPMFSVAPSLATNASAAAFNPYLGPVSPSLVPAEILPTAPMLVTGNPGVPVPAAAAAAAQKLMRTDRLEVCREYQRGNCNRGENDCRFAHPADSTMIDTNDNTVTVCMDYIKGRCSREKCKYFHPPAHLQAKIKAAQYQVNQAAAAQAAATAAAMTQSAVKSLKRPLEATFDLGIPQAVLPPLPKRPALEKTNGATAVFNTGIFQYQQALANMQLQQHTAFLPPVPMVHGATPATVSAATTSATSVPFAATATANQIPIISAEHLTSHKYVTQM
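TR-FRET readout: Ex 340 nm, 665/545 nm emission ratio, normalized to buffer-only (basal) and MBNL1-(CUG)12 controls. Complex of MBNL1-His with Biotin-(CUG)12, compounds 92 nM–58 uM, incubated 60 min at room temperature.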
NPC1 promoter act: NPC1 promoter activation; Huh7 NPC1 promoter luciferase reporter, 24 h; hit rate 2.4% among 320,000; Potency, µM (highest dose often 9.22 µM), inactives show at the highest dose activation, hits mostly activators;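 also: potency is read from the fitted curve at half-maximal effect; % of control where 0% means no effect; nearly all actives have a fitted effect of over 60% in size; reporter is driven by a mutant NPC1 promoter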
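Luminescence read-out of NPC1 promoter-driven luciferase in stably transfected Huh7 cells; compounds delivered in DMSO and left 24 h at 37C, 5% CO2, qHTS titration format.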
RORgamma inh: inhibitors of mouse ROR gamma transcriptional activity | Drosophila S2 Gal4-RORgamma UAS-luciferase reporter, 20 h | Potency, µM (top dose mostly 53.6 µM), inactives show at the highest dose activity change, negative = inhibition, most hits filed as inhibitors | hit rate 5.4% among 310,000 | AID 2551; also: potency is read from the fitted curve at half-maximal effect; % is scaled to controls: 0 for no effect and ±100 for the full control effect; nearly all actives have a fitted effect of over 60% in size
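ROR gamma transcriptional activity was tracked as Gal4-UAS luciferase output in stably transfected Drosophila Schneider cells, with compound added 1 hr before 700 uM copper sulfate induction and a 20 hr ambient-temperature incubation.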
Mito fusion yeast: blocks mitochondrial division or promotes mitochondrial fusion. S. cerevisiae fusion-defective mutant growth rescue, CellTiterGlo 48 h. Potency, µM (top dose mostly 46.1 µM), without a hit: at the top dose growth rescue (activation), most hits filed as activators. hit rate 0.23% among 320,000;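 also: potency is read from the fitted curve at half-maximal effect; % of control where 0% means no effect; nearly all actives have a fitted effect of over 45% in size; temperature-sensitive fusion mutants such as fzo1-1 at 37 °C on non-fermentable ethanol glycerol medium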
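Luminescent cell viability in 1536-well qHTS format served as the measure of rescued growth in ts fusion-mutant S. cerevisiae cultured on non-fermentable YPEG for 48 hours at 37C.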
PKM2 act: increases activity of human pyruvate kinase M2; P14618; hit rate 0.34% among 260,000; purified PKM2, Kinase-Glo ATP luminescence, activation; response scale: 0% is enzyme alone, no compound; Potency, µM (series often up to 57.5 µM), for inactives: at the highest dose activation, usual class: activators; also: potency is read from the fitted curve at half-maximal effect; % is scaled to controls: 0 for no effect and ±100 for the full control effect; nearly all actives have a fitted effect of over 55% in size
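Kinase-Glo luminescence reports ATP generated from ADP (0.1 mM) and PEP (0.5 mM) by purified hPK-M2 after 1 h at room temperature, pH 7.2 imidazole buffer; intermediate enzyme activity allows detecting inhibitors and activators.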
Rab9 prom act: activators of Rab9 promoter; Huh7 Rab9 promoter-luciferase reporter, luminescence, 24 h; Potency, µM (highest dose often 9.22 µM), for inactives: at the top dose activation, negative = inhibition, most hits filed as activators; hit rate 2.8% among 320,000; AID 485297; also: potency is read from the fitted curve at half-maximal effect; % of control where 0% means no effect; nearly all actives have a fitted effect of over 60% in size
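Quantitative HTS format; Huh7 Rab9-luciferase reporter cells (1500/well) receive compound 2 h post-plating, incubate 24 h at 37 °C, then get luciferase reagent for 10 min before luminescence reading.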
KCNH2 3.1 inh: KCNH2 3.1 (human) potassium channel inhibition; activity change, % (tested at about 1.8 µM); hit rate 0.95% among 340,000; U2OS KCNH2 3.1, thallium flux FluxOr; hits give low values;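 active = maximum activity change below -70%; inconclusive = maximum activity change from -70% to -50%; inactive = maximum activity change above -50%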;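 also: thallium influx rate constant from kinetic fluorescence after stimulation buffer; % is scaled to controls: 0 for no effect and ±100 for the full control effect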
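Normalized rate constant (relative to positive and negative DMSO controls) derived from a 2 min kinetic fluorescence read after stimulation; U2OS cells expressing the 3.1 isoform via virus at 1.77 x 10^8 /mL.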
ELG1 repair inh: ELG1-dependent DNA repair inhibition. HEK293T ELG1-luciferase reporter, luminescence, 16 h; DNA damage induced by 5-fluorouridine. Potency, µM (series often up to 46.1 µM), for inactives: at the highest dose activity change, negative = inhibition, hits mostly inhibitors. hit rate 2.3% among 330,000. AID 504467; also: potency is read from the fitted curve at half-maximal effect; % is scaled to controls: 0 for no effect and ±100 for the full control effect; nearly all actives have a fitted effect of over 55% in size
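Quantitative HTS, concentration-response format. 2,000 cells/well co-treated with 5-fluorouridine and compound, 16 hr in 5% CO2 at 37 °C; ONE-Glo luminescence read after 30 min.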
Numbers without * were called inactive; ? = inconclusive; / = no result given; [ ] = dose if it differs, or a comment. Unless noted, calls follow the shape of the dose curve; as a rule, active = well fitted curve in the direction sought with a large enough effect; inconclusive = small, poorly fitted or top-dose-only effect, or another doubt; inactive = no such curve, though single readings can be large; an effect the other way counts as inactive or inconclusive.

SMILES	FLuc counter	VP16 counter	Menin-MLL TR inh	MBNL1-CUG inh	NPC1 promoter act	RORgamma inh	Mito fusion yeast	PKM2 act	Rab9 prom act	KCNH2 3.1 inh	ELG1 repair inh
COc1ccccc1C(C)NC(=O)c1ccc(NC(=O)CC2SC(N3CCCC3)=NC2=O)cc1 (stereo unspecified)	7%	/	/	/	-3%	/	-4%	/	-5%	20	-12%
C/C(=N/NS(=O)(=O)c1ccc(C)cc1)c1ccc2c(c1)OCO2	-2%	-1%	28%	-4%	-1%	-24%	-2%	-7%	-3%	8	9%
O=C(NCC1CCCO1)c1ccc2c(c1)N(Cc1ccc(F)cc1)CCS2 (stereo unspecified)	-1%	2%	-26%	5%	5%	0%	10%	0%	-1%	-6	-23%
O=C(NCCN1C(=O)C2C3C=CC(C3)C2C1=O)Nc1ccccc1 (stereo unspecified)	-6%	4%	0%	-14%	3%	20%	2%	-5%	1%	6	?
CCCSc1nc2ccccc2n1CC(=O)O	1%	-12%	13%	0%	2%	-9%	5%	2%	-4%	6	10%
CN1CCN(S(=O)(=O)c2cccc(C(=O)Nc3sccc3C(N)=O)c2)CC1	2%	/	/	/	0%	/	1%	/	1%	-29	?
O=C1c2ccccc2C(=O)N1CC1c2ccccc2CCN1C(=O)N1CCOCC1 (stereo unspecified)	0%	8%	-8%	-1%	-5%	-1%	1%	-6%	-4%	-5	3%
CC1CCCCN1CC(=O)NC(c1ccccc1)c1ccccc1 (stereo unspecified)	0%	-19%	-20%	0%	-4%	13%	2%	-9%	-2%	-30	-11%
Cc1ccc(C(=O)NNC(=O)C(C)Sc2nc(N)cc(N)n2)cc1 (stereo unspecified)	-3%	-13%	5%	-13%	-1%	-5%	2%	-3%	-4%	-3	0%
CC(=O)OC(C(=O)N1CCOCC1)c1c(F)cccc1F (stereo unspecified)	4%	-13%	11%	-2%	3%	0%	7%	5%	3%	16	10%
S=c1[nH]nc(-c2ccccc2Br)n1Cc1ccccc1	-4%	6.3µM*	2%	0%	5%	4.5µM*	0%	-8%[11.5 µM]	10%	1	-4%
COC(=O)c1ccc(COC(=O)CCC(=O)c2cccs2)cc1	-12%	25%	2%	-3%	18%	-4%	0%	6%	?	14	?
COc1cccc(OC)c1C(=O)NC(=S)NCc1cccnc1	3%	-4%	/	3%	2%	-9%	-2%	-6%	5%	-4	21%
CC(C)(CNC(=O)/C=C/c1ccc(F)cc1)CNC(=O)/C=C/c1ccc(F)cc1	?	2%	15%	7%	3%	?	22%	3%	16%	-5	23µM*
COc1ccc(CC(=O)n2[nH]c(=O)ccc2=O)cc1OC	?	?	/	-2%	2%	?	-2%	8.9µM*	1%	0	4%
Cc1cc(C(=O)N/N=C/c2ccc(OC(=O)c3ccccc3Br)cc2)n[nH]1	-4%	-1%	-15%	4%	5%	-10%	6%	1%	-2%	-1	11%
O=C(NNC(=S)NCC1CCCO1)c1cc(Br)ccc1Cl (stereo unspecified)	3%	20µM*	/	-18%	-4%	3.2µM*	-9%	-5%	-2%	5	4%
O=C(CBr)Nc1c2c(nn1-c1ccccc1)CSC2	1%	-14%	-18%	-5%	-6%	0%	1%	0%	-2%	-8	22%
O=C(Nc1ccc(Cl)c(Cl)c1)Nc1ccccc1O	6µM*	-2%	?	?	4µM*	?	-18%	1%	4µM*	0	?
O=C(CC1N=C(Cc2ccccc2)NNC1=O)N/N=C/c1ccc([N+](=O)[O-])cc1 (stereo unspecified)	-1%	27%	15%	?	0%	-8%	-2%	-1%	4%	15	-13%
O=C(NCc1ccc(Cl)cc1)C1CCN(C(=O)Cc2ccccc2)CC1	6%	-6%	-6%	0%	1%	-13%	2%	-1%	-2%	-3	-1%
COc1ccccc1Cc1nnnn1CC(=O)O	3%	-1%	7%	-14%	-2%	-5%	-3%	-1%	-4%	-92*	12%
O=C(NCC(=O)N(CCc1ccccc1)C(C(=O)NC1CCCC1)c1cccnc1)c1ccco1 (stereo unspecified)	6%	-9%[0.365 µM]	-4%	-6%	1%	-23%	-4%	0%	-5%	-9	0%
Cc1cc(C(=O)CSc2ccc(F)cc2)cc(C)c1O	19µM*	-2%	26%	3%	12%	-2%	24%	/	17%	-3	?
CC1CCCN(S(=O)(=O)CCNC(=O)c2ccc3c(c2)OCO3)C1 (stereo unspecified)	4%	/	/	/	-2%	/	-4%	/	-4%	0	16%
Continued:
SMILES	FLuc counter	VP16 counter	Menin-MLL TR inh	MBNL1-CUG inh	NPC1 promoter act	RORgamma inh	Mito fusion yeast	PKM2 act	Rab9 prom act	KCNH2 3.1 inh	ELG1 repair inh
Cc1csc(SCC(=O)c2c(N)n(C)c(=O)n(C)c2=O)n1	-27%	2%	-2%	-2%	16%	16%	3%	19%	?	-20	?
O=C(C[n+]1ccc(/C=N/O)cc1)N(Cc1ccccc1)Cc1ccccc1	1%	0%	-21%	?	-10%	20%	-2%	1%	-1%	-2	?
O=C(Nc1cccc(N2C(=O)C3C4C=CC(C4)C3C2=O)c1)c1cccs1 (stereo unspecified)	?	0%	0%	-17%	1%	-21%	9%	-1%	-9%	7	-15%
CCOc1ccc(CCNC(=O)COC(=O)c2cc([N+](=O)[O-])ccc2N2CCOCC2)cc1OCC	4%	1%	/	?	1%	6%	-3%	-2%	4%	-4	18µM*
COc1ccc(C)cc1NC(=O)N1CCC(CO)(CC2CCCCO2)CC1 (stereo unspecified)	-1%	18%	-20%	4%	-2%	35%	3%	0%	-1%	-9	6%
CCOC(=O)c1cc(CC)sc1NC(=O)Cc1ccccc1	2%	13%	1%	8%	0%	28%	4%	1%	-2%	-11	-9%
Cc1ccc(S(=O)(=O)Nc2cc3c(C(=O)Nc4ccccc4)c(C)oc3c3ccccc23)cc1	1%	-6%	?	2%	-2%	-5%	-3%	-14%	-3%	6	-22%
CCN(CC)CCN(C(=O)CN1C(=O)c2ccccc2C1=O)c1nc2cc3c(cc2s1)OCO3	4%	0%	5%	8%	-6%	0%	3%	-4%	3%	-6	0%
O=C1CC(c2ccc(Cl)cc2)c2c(O)cc(O)cc2O1 (stereo unspecified)	3%	-1%	?	0%	-3%	21%	20%	/	13%	-5	3%
C#CCOCCOCCOCCNc1nc(N2CCN(C(=O)[C@H]([C@@H](C)CC)n3cc([C@@H](N)CO)nn3)CC2)nc(N2CCN(C(=O)[C@H](CCCCN)n3cc([C@@H](N)C(C)CC)nn3)CC2)n1 (stereo partly specified)	8%	4%	0%	-6%	-8%	8%	-10%	0%	-1%	3	?
CC1=CC2=NC(=O)/C(=C/c3cccn3Cc3ccccc3)C(=N)N2O1	5%	?	/	?	-3%	13µM*	-7%	0%	-1%	6	-9%
O=C(O)C1CC1C(=O)N1CCN(c2ccc(Cl)c(Cl)c2)CC1 (stereo unspecified)	0%	7%	6%	-2%	3%	8%	-2%	-11%	-3%	-8	1%
Cc1cccc(NS(=O)(=O)c2ccc(C)c(C(=O)NCCCN3CCOCC3)c2)c1	-1%	/	/	/	-2%	/	-4%	/	-8%	-8	1%
COc1cc(C(C(=O)NC2CCCCC2)N(Cc2ccco2)C(=O)c2cnccn2)cc(OC)c1OC (stereo unspecified)	-4%	-6%	4%	4%	0%	-21%	-2%	-9%	2%	-3	6%
Cc1ccc(-c2nc(C#N)c(N3CCCCC3)o2)cc1	?	-8%	0%[11.7 µM]	11%	?	-2%	2%	1%	?	-24	8%
CC(=O)Nc1cc(NC(C)=O)cc(C(=O)N2CCCC3CCCCC32)c1 (stereo unspecified)	0%	0%	-1%	0%	-1%	1%	-5%	10%	-2%	-4	6%
COc1ccc(OCC(=O)Nc2ccc3c(c2)nc(CCN2CCCC2)n3C)cc1	2%	0%	5%	-9%	-1%	10%	-3%	/	-1%	-3	0%

Assay outcomes as filed in PubChem BioAssay.

Not all compounds are listed; the hit share may differ from the screen's.
